# Bioassay records as filed in PubChem BioAssay.
# GLP-1R inv ag – inverse agonists of human GLP-1 receptor; Potency, µM (highest dose often 38.3 µM), without a hit: top-dose activity change, negative = inhibition, hits mostly inhibitors; HEK293 GLP-1R CRE-luciferase, luminescence, 24 h; GLP-1R form is constitutively active; P43220; hit rate 1.6% among 410,000; note: potency is the fitted concentration of half-maximal effect; % is set by controls: 0 for no effect and ±100 for the full control effect; nearly all actives have a fitted effect of over 55% in size
#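 Readout was luciferase luminescence, measured 12 min after detection reagent at room temperature. Beforehand, GLP-1R reporter HEK293 cells had sat 12 h, then received compounds for 24 hr at 37 deg C.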
# D3 antag – blocks the human D3 dopamine receptor | P35462 | D3R cells, DiscoveRx beta-arrestin luminescence, antagonist mode; active compounds read low | max response, negative = inhibition, % | hit rate 2.5% among 360,000; in the data active = max response below about -50%; inconclusive = no clear call, values can overlap the other calls; note: % is set by controls: 0 for no effect and ±100 for the full control effect; mostly tested at two doses, the higher about 12 µM
# Target sequence (P35462 whole entry, looked up): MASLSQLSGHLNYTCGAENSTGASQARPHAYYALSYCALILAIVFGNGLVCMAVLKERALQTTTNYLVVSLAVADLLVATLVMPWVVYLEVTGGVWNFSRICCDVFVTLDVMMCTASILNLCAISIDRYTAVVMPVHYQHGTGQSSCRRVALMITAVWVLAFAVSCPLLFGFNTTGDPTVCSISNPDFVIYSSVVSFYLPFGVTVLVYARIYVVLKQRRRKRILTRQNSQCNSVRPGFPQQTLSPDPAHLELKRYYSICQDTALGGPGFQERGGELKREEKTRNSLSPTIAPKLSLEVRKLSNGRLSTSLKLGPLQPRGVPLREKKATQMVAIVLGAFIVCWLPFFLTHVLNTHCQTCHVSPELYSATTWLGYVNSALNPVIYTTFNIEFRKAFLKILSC
#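 Cells expressing the human receptor were seeded at 1500 cells/well, incubated overnight at 37 degrees C in 5% CO2, then exposed to library compounds with dopamine controls for 90 minutes at 37 degrees C before luminescent detection.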
# PLK1 PBD inh – PLK1 (human) polo-box domain binding inhibition. P53350. Plk1 PBD binding of FITC phosphopeptide, fluorescence polarization. Potency, µM, without a hit: max response, negative = inhibition, actives largely listed as inhibitors. hit rate 2.8% among 360,000. AID 720504; note: potency is the fitted concentration of half-maximal effect; series mostly up to about 57 µM; % is set by controls: 0 for no effect and ±100 for the full control effect; nearly all actives have a fitted effect of over 65% in size
# Target sequence (P53350 whole entry, looked up, the tested form may be a part): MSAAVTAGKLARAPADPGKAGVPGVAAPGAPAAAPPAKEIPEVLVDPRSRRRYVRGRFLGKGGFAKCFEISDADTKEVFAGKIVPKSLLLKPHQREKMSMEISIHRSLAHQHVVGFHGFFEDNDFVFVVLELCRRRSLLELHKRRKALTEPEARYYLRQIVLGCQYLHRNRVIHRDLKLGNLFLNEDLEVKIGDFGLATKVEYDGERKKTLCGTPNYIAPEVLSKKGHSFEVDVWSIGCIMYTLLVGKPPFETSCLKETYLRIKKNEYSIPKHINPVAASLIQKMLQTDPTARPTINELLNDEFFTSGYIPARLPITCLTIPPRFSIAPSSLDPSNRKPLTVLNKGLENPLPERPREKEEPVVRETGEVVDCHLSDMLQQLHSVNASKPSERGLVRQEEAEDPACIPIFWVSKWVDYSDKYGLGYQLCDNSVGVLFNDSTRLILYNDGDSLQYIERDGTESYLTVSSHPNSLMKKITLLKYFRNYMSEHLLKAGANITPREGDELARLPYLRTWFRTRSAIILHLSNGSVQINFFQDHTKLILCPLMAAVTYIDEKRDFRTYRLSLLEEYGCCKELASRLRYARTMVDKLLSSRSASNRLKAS
# IL2 activator – activators of IL-2; activation, % (series mostly up to about 46 µM); hit rate 0.065% among 360,000; IL-2 activation reporter assay, cell-based qHTS; stimulated with anti-CD3/CD4/CD28 beads; in transgenic mouse T cells; AID 652025; in the data active = activation above about 50%; inconclusive = mostly about 30% to 49%; note: 0% is about no effect
#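 EGFP and DsRed fluorescence is measured by plate cytometry in unstimulated transgenic mouse T cells exposed to compound for 60 minutes, then stimulated 18 hours at 37 degrees C with anti-CD3/anti-CD4 beads plus anti-CD28.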
# PI5P4Ka inh – inhibitors of human PI5P4K alpha; PI5P4Kalpha enzyme, ADP-Glo luminescence, 60 min; active compounds read low; max response, %; hit rate 1.2% among 330,000; active = max response of -50% or lower; inconclusive = between -30% and -50%; inactive = -30% or higher; note: value at the top dose of about 77 µM; % is set by controls: 0 for no effect and ±100 for the full control effect
#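 Reactions run in 0.038 M HEPES pH 7.4, 0.28 mM EGTA, 0.1% CHAPS and 5% DMSO, with PI5P4Kalpha, substrate, compound and 5 microM ATP final, one hour at room temperature. Readout is ADP-Glo luminescence.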
# GLP1R ag – GLP-1 receptor (human) agonism; P43220; HEK293 GLP-1R CRE-luciferase, luminescence, 4-6 h; cells express a hypersensitive GLP-1R form; Potency, µM (doses to about 45.6 µM), for the others: top-dose activation, usual class: activators; hit rate 0.007% among 380,000; note: potency is the fitted concentration of half-maximal effect; % of control where 0% means no effect
# D3 ag – activates the human D3 dopamine receptor. hit rate 0.58% among 410,000. max activation, %. P35462. D3R DiscoveRx beta-arrestin cells, luminescence, 90 min; in the data active = max activation above about 30%; note: 0% is about no effect; mostly tested at two doses, the higher about 12 µM
#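 Agonist mode: compounds and dopamine controls were applied to plated cells for 90 min at 37 degrees C after an overnight attachment at 1500 cells/well. Luminescent read-out followed 30 - 60 minutes at room temperature with DiscoveRx detection reagent.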
# WRN inhibitor – blocks human WRN helicase. Q14191. Potency, µM (titrated, usually from 114 µM), without a hit: top-dose activity change, negative = inhibition, most hits filed as inhibitors. WRN helicase unwinding, fluorescent forked duplex, kinetic. hit rate 0.46% among 360,000. AID 651768; note: potency is the fitted concentration of half-maximal effect; % is set by controls: 0 for no effect and ±100 for the full control effect; nearly all actives have a fitted effect of over 55% in size
#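 WRN at 20 nM final preincubated with compound 15 min at room temperature; reaction started with 100 nM fluorophore/quencher forked duplex oligonucleotide and 2 mM ATP final. Unwinding followed kinetically by red fluorescence (ex 525, em 598 nm).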
# GLP1R cytotox – cytotoxicity in counter-screen for GLP-1R inverse agonists; Potency, µM (titrated, usually from 38.3 µM), inactives show at the top dose activity change, negative = inhibition, usual class: inhibitors; hit rate 0.13% among 410,000; HEK293 cAMP-luciferase reporter cells, luminescence, 24 h;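 note: loss of luciferase light is scored as toxicity; potency is the fitted concentration of half-maximal effect; % is set by controls: 0 for no effect and ±100 for the full control effect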
#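 1536-well qHTS counterscreen of the MLSMR; 200 cells/uL, 12 h pre-incubation, 23 nL cpd, 24 h at 37 deg C 5% CO2, luciferase detection reagent, 12 min RT, luminescence. Inhibition = undesired.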
# Starred values were filed as active, the others as inactive; ? = inconclusive; · = no result given; [ ] = remark or other dose. Unless noted, calls come from the whole dose curve; as a rule, active = well fitted curve in the direction sought with a large enough effect; inconclusive = small, poorly fitted or top-dose-only effect, or another doubt; inactive = no such curve, though single readings can be large; an effect the other way counts as inactive or inconclusive. Outcome played no part in choosing rows; overall some 7.8% were active at least once.
SMILES,GLP-1R inv ag,D3 antag,PLK1 PBD inh,IL2 activator,PI5P4Ka inh,GLP1R ag,D3 ag,WRN inhibitor,GLP1R cytotox
Cc1ccc2nc(-c3ccccc3Cl)cc(C(=O)Nc3cc(C)on3)c2c1,?,3,2%,0.1,-2,-6%,0,-8%,-4%
Cc1[nH]c2ccccc2c1C1(O)C(=O)N(Cc2ccccc2)c2ccc(Br)cc21 (centres undefined),?,·,·,·,·,-7%,5,·,?
COc1cccc(NC(=O)Nc2ccc3c(c2)OCO3)c1,-10%,-7,-7%,-1.9,-2,5%,1,-8%,1%
Cc1ccc(C23CC4CC(CC(C(=O)OCC(=O)NC5CCS(=O)(=O)C5)(C4)C2)C3)cc1 (centres undefined),18%,?,-12%,-2.5,-3,22%,-2,4%,0%
Cc1ccc(O)c(CNc2nccs2)c1,2%,6,-5%,-2.3,9,4%,-6,1%,-9%
O=C(NCCCO)c1cc2c([nH]c3ccccc32)c(-c2ccccc2)n1,0%,22,-14%,-0.6,-5,17%,1,-5%,-18%
O=C(C1CCCN1S(=O)(=O)c1ccc(Cl)cc1)N1CCN(c2ccccc2)CC1 (centres undefined),?,-18,-11%,-0.1,7,15%,-5,-12%,0%
O=C(C[n+]1ccccc1)N/N=C/c1ccccc1Cl,-22%,-24,-10%,-0.4,-5,-5%,-5,1%,-9%
CC(=O)Nc1ccc(SCC(=O)OCC(=O)NC(=O)NC2CCCC2)cc1,8%,6,-1%,0.3,0,2%,3,1%,-13%
COc1ccccc1CN1C[C@@H]2C[C@@H](c3ccccc3OC)N3CCC[C@@]23C1=O,?,-1,-22%,-2.5,1,2%,2,2%,-17%
COc1ccc(-n2nc(C(=O)Nc3cc(OC)c(OC)c(OC)c3)c3ccccc3c2=O)c(OC)c1,15%,6,1%,-2.0,-5,3%,3,6%,2%
COc1ccc(NC(=O)C2CCCN(S(=O)(=O)c3cccc4nonc34)C2)cc1 (centres undefined),14%,15,-3%,-2.4,·,-4%,1,0%,3%
Cc1cc[n+](CC(=O)Nc2nc3ccccc3s2)cc1,17%,2,-7%,-0.2,11,4%,-3,4%,7%
CCc1c(C(=O)OC)nnc2cc(C)nn12,26%,-6,-4%,-0.7,9,8%,6,-19%,2%
CCC(=O)Nc1ccc(S(=O)(=O)N2CCc3ccccc32)cc1,?,8,-4%,-0.3,3,16%,5,-3%,0%
CC(C)(C)c1cc(-c2n[nH]c(=S)n2-c2ccccc2F)n[nH]1,49%[activator],-15,-11%,4.8,-24,11%,-2,-6%,-3%
CCOc1ccc(NC(=O)CN(C)C(=O)c2cc(-c3cccs3)nn2-c2ccccc2)cc1OCC,?,?,2%,-5.8,-2,11%,-26,2%,-16%
CN(C)S(=O)(=O)n1cnc([C@@H]2[C@@H]3C(=O)OC[C@@H]3C[C@]23N=CN(Cc2ccccc2)C3=O)c1,1%,2,5%,-0.2,-1,0%,5,1%,6%
O=C(CN1C(=O)NC2(CCCC2)C1=O)Nc1ccc(F)c(F)c1F,-6%,-22,2%,-0.3,-3,-6%,4,-4%,-65%
COCCN(Cc1nc(C2(c3ccc(C)cc3)CCCC2)no1)C(C)C,3%[0.307 µM],15,-3%,-0.9,12,-5%,6,-4%,9%[0.307 µM]
C/C=C/c1ccc(OCCOCCNCc2ccccc2)c(OC)c1,?,-18,2%,-4.2,-6,17%,-4,4%,2%
O=C(CSc1nc2c(sc3ccccc32)c(=O)n1-c1ccccc1)NCc1ccco1,-22%,30,-27%,-3.0,-19,11%,-8,-9%,-18%
COc1ccc(OC)c(NC(=O)CCN2CCN(CCO)CC2)c1,-6%,-28,-11%,0.2,1,-3%,4,5%,?
OCc1ccc(OCCCOc2cccc3cccnc23)cc1,26%,8,-4%,-0.5,1,7%,13,-1%,8%

# Part of the list above in another layout:
SMILES | GLP-1R inv ag | D3 antag | PLK1 PBD inh | IL2 activator | PI5P4Ka inh | GLP1R ag | D3 ag | WRN inhibitor | GLP1R cytotox
C/C=C/c1ccc(OCCOCCNCc2ccccc2)c(OC)c1 | ? | -18 | 2% | -4.2 | -6 | 17% | -4 | 4% | 2%
O=C(CSc1nc2c(sc3ccccc32)c(=O)n1-c1ccccc1)NCc1ccco1 | -22% | 30 | -27% | -3.0 | -19 | 11% | -8 | -9% | -18%
COc1ccc(OC)c(NC(=O)CCN2CCN(CCO)CC2)c1 | -6% | -28 | -11% | 0.2 | 1 | -3% | 4 | 5% | ?
OCc1ccc(OCCCOc2cccc3cccnc23)cc1 | 26% | 8 | -4% | -0.5 | 1 | 7% | 13 | -1% | 8%

# (cont.)
SMILES,GLP-1R inv ag,D3 antag,PLK1 PBD inh,IL2 activator,PI5P4Ka inh,GLP1R ag,D3 ag,WRN inhibitor,GLP1R cytotox
COC(=O)C1CN(Cc2ccccc2)C(=O)C1=O (centres undefined),-23%,0,4%,1.5,-1,3%,10,0%,-2%
Nn1c(SCC(=O)Nc2nccs2)nncc1=O,4%[0.307 µM],-12,-4%,1.4,-22,-4%,7,-7%,16%[0.307 µM]
O=C(CCc1nc(-c2ccccc2)c(-c2ccccc2)o1)OCc1ccc(Cl)cc1,0%,?,-8%,-3.0,·,-11%,-4,-1%,10%
CN(C)C(CNC(=O)CCc1nc2ccccc2s1)c1ccccc1 (centres undefined),-12%,8,-2%,1.1,0,0%,-3,-4%,17%
CC1(C)CC[C@]2(CO)CC[C@]3(C)C(=CCC4[C@@]5(C)CC[C@H](O)[C@@](C)(CO)C5CC[C@]43C)[C@@H]2C1 (some centres undefined),26%,75,-4%,0.5,?,2%,28,5%,15%
Cc1cc(C)n(CC(O)COc2ccccc2Br)n1 (centres undefined),1%,10,-8%,-0.2,3,20%,2,14%,2%
CCc1nc2c(OCC(=O)c3ccc(F)cc3)cccn2c1N(C)C(=O)c1ccccc1F,-8%,8,-4%,0.1,7,-6%,4,-6%,-2%
O=c1nc(-c2ccccc2)c2ccccc2[nH]1,11%,21,-4%,0.0,-6,2%,4,-9%,8%
COc1ccc(CNC(=O)CCN2C(=O)c3ccncc3C2=O)cc1OC,-6%,27,3%,0.3,6,0%,3,-6%,-2%
O=C(CN1CCCC1c1cccs1)Nc1cccc(S(=O)(=O)N2CCCC2)c1 (centres undefined),?,1,-5%,-0.6,-14,0%,-4,-5%,-9%
COc1ccc(C=C(C#N)C#N)c(CSc2ccccn2)c1,-13%,-9,-16%,-0.9,0,8%,-3,0%,-11%
Cc1c(C(=O)OCC(=O)NCc2ccc3c(c2)OCO3)cccc1[N+](=O)[O-],2%,6,-3%,-1.1,-8,10%,2,-4%,7%

# Limited to PI5P4Ka inh and D3 ag, for three of the compounds above:
SMILES | PI5P4Ka inh | D3 ag
Cc1cc(C)n(CC(O)COc2ccccc2Br)n1 (centres undefined) | 3 | 2
CCc1nc2c(OCC(=O)c3ccc(F)cc3)cccn2c1N(C)C(=O)c1ccccc1F | 7 | 4
O=c1nc(-c2ccccc2)c2ccccc2[nH]1 | -6 | 4

# The list continues.
SMILES,GLP-1R inv ag,D3 antag,PLK1 PBD inh,IL2 activator,PI5P4Ka inh,GLP1R ag,D3 ag,WRN inhibitor,GLP1R cytotox
O=C(Nc1cccs1)OCCN1CCN(Cc2ccccc2)CCC1=O,-15%,?,-2%,0.2,-15,-5%,-18,-1%,-1%
COc1ccc(OC)c(NC(=O)[C@@]2(CC(=O)O)CC(/C=C/c3ccccc3)=NO2)c1,24%,4,-7%,-0.9,4,0%,4,-6%,8%
COc1ccc(C(=O)Oc2cc(N)n(S(=O)(=O)c3ccccc3)n2)cc1,12%,-3,?,2.7,0,-7%,3,3%,0%
O=C(COc1ccc(S(=O)(=O)NC2CCCCC2)cc1)N1CCN(c2cccc(Cl)c2)CC1,?,15,-3%,-3.0,·,-10%,4,-5%,-17%
COC(=O)Cn1c(C(=O)N2CCCC2)cc2c1C[C@H]1CN(C(=O)c3ccccc3)[C@@](Cc3ccc(OC)cc3)(C(=O)OC)[C@@H]21,-2%,-11,-3%,0.6,-1,9%,0,3%,4%
COCCn1c(SCc2c(F)cccc2Cl)nc2c1c(=O)[nH]c(=O)n2C,0%,17,?,-3.0,-7,1%,0,7%,4%
COc1cccc(-n2c(=S)sc3c(=O)n(-c4ccccc4C)c(SCC(=O)O)nc32)c1,8%,-21,-9%,1.5,-2,7%,-12,-10%,-16%
CC(=O)c1cc2c(cc1N)OCO2,0%,-16,-7%,-0.6,-4,5%,-6,-3%,21%
COc1ccc(CN(C(=O)c2oc3cc(C)c(C)cc3c2C)C2CCS(=O)(=O)C2)cc1OC (centres undefined),-15%,13,-9%,-2.3,-2,25%,14,0%,-28%
S=C(Nc1ccc2nc(-c3ccccn3)c(-c3ccccn3)nc2c1)N1CCCCC1,33%[activator],7,?,0.2,0,5%,0,6%,132%[activator]
COC(=O)C1=C(C)N(CCCC(=O)O)C(=O)NC1c1ccccc1Cl (centres undefined),3%,-13,0%,-2.1,-82*,-6%,0,-5%,?
O=C(CC1CCCCC1)NCc1ccccc1Cl,?,7,2%,1.6,-7,5%,-4,14%,5%
O=C(CN1CCN(c2ccccn2)CC1)Nc1ccc(OC(F)(F)F)cc1,?,17,-12%,-0.3,9,29%,19,0%,-6%
O=c1cc(NCc2ccccc2)nc2ccccn12,37%[activator],-18,5%,0.0,3,21%,-6,-7%,-2%
